Screening data: PubChem, several laboratories
LYP phosphatase: inhibitors of LYP phosphatase, biochemical, fluorescence intensity, uHTS (AID 1779). recombinant LYP phosphatase, fluorescence intensity; higher % means a stronger effect. inhibition, % at 11.5 µM, or IC50 in µM where a hit was titrated. hit rate 0.054% among 290,000;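 further: plate controls were vehicle with enzyme for no effect and no enzyme for full effect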
HEK293 NOD2/NF-kB: NOD2 signaling inhibitors, cell-based, luminescence, uHTS, HEK293 (AID 1566). hit rate 0.63% among 290,000. HEK293 NOD2/NF-kB luciferase reporter, luminescence; higher % means a stronger effect. one-dose inhibition, % at 4 µM; EC50 in µM for titrated hits; further: many of its hits are not listed in these tables
Dengue-2 NS5 capping: Dengue-2 NS5 methyltransferase inhibitors, primary screen, biochemical, confirmation dose response (AID 588689) | Dengue-2 NS5 methyltransferase capping enzyme assay, biochemical; higher % means a stronger effect | inhibition, % at 25 µM, or IC50 in µM where a hit was titrated | hit rate 0.3% among 340,000; in the data active means a potency from the dose series
AID2073: inhibitors of Mint1-CaV2.2 protein interaction, biochemical, HTRF (AID 2073); hit rate 0.19% among 290,000; HTRF protein-protein interaction, Mint1-CaV2.2; higher % means a stronger effect; inhibition, % at 20 µM; hits with a dose series show IC50 in µM; in the data active means inhibition mostly above about 51%, no sharp cut-off; further: some results filed as inactive read as strong as hits
Myeloid diff MLP: promotes myeloid progenitor differentiation. ER-HoxA9 myeloid progenitors, lysozyme-GFP differentiation, flow cytometry. calls only at 10 µM. hit rate 1% among 360,000. AID 624256;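 active means normalized GFP-positive differentiation at or above the plate's own cutoff, the solvent-only control mean plus 3 SD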;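 further: cells exposed to compound for four days before flow analysis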
Lipid droplet: modulators of hepatic lipid droplet formation; AML12 mouse hepatocytes, oleate lipid droplets, BODIPY imaging; inhibition, % at 6.5 µM; hit rate 0.4% among 240,000; AID 1656;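 active means lipid droplet intensity inhibited by at least 50%, with more than 500 cells counted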
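Test system: AML12 mouse liver cells; schedule: overnight exposure; technique: high-content imaging of BODIPY-stained droplets and DAPI nuclei; read-out: % inhibition of corrected integrated BODIPY droplet signal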
Siah-1 displacement: Siah-1 peptide-binding antagonists, primary screen, biochemical, fluorescence polarization, rhodamine-plectin, uHTS (AID 1817); displacement, % at 20 µM, or IC50 in µM where a hit was titrated; hit rate 0.02% among 290,000; Siah-1 / rhodamine-plectin peptide fluorescence polarization; higher % means a stronger effect;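 active means displacement of at least 50% at 20 µM, with a fluorescence ratio check between 0.3 and a set limit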;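 further: plate controls were Siah plus tracer with DMSO for no effect and tracer alone without Siah for full effect; strong numbers were not always called active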
XIAP displacement: XIAP antagonists, biochemical, IAP family, fluorescence polarization (AID 1018) | XIAP BIR domain, fluorescence polarization peptide displacement; higher % means a stronger effect | displacement, % at 20 µM; hits with a dose series show IC50 in µM | hit rate 0.007% among 200,000; in the data active means displacement above about 50%; further: a part of the inactive calls stands beside numbers as strong as those of hits
HIV peptide binding: inhibitors of HIV fusion peptide binding, primary screen, biochemical, uHTS, fluorescence dequenching (AID 1986); cell-free peptide binding, fluorescence dequenching, 30 min; higher % means a stronger effect; inhibition, % at 20 µM; hits with a dose series show IC50 in µM; hit rate 0.3% among 290,000; in the data active means inhibition mostly above about 52%, no sharp cut-off; inactive means mostly below about 76%; further: some results filed as inactive read as strong as hits
Lipid droplet cells 6.5 µM: further read-out of Lipid droplet, marked with its call; cell count; measured here: cell count, cytotoxicity flag;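 cells counted across two imaged fields per well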
Dengue-2 NS5 capping pilot replicate: further read-out of Dengue-2 NS5 capping, marked with its call; inhibition, %; measured here: pilot screen replicate inhibition
Myeloid diff MLP GFP+ MAC1+ %: also measured in Myeloid diff MLP; calls as there; GFP+ MAC1+ double positive, %; measured here: differentiation confirmed by MAC1 staining
Active calls of the source: *; i = inactive; nt = no result given; + = active, no number. Unless noted, no stated cut-off is given here; in the data, active means inhibition above about 50%; inactive means the rest.

SMILES	LYP phosphatase	HEK293 NOD2/NF-kB	Dengue-2 NS5 capping	AID2073	Myeloid diff MLP	Myeloid diff MLP GFP+ MAC1+ %	Lipid droplet	Lipid droplet cells 6.5 µM	Siah-1 displacement	XIAP displacement	HIV peptide binding	others
COC(=O)c1ccc(COc2ncnc3c(Cl)cc(Cl)cc23)o1	-5.1%	-4.1%	-3.2%	-6.0%	i	0.4	-5.9	792	-2.0%	-4.6%	1.8%
COc1ccc(CNC(=O)C(=O)c2cn(CC(=O)N3CCCC3)c3ccccc23)cc1	-7.5%	-7.5%	-1.3%	13.4%	i	0.5	-0.1	808	2.3%	nt	0.3%
Cc1cccc(C)c1-n1c(C)cc(/C=C2\C(=O)NN(c3ccccc3)C2=O)c1C	3.6%	-25.0%	8.9%	-5.4%	i	6.7	nt	nt	-0.2%	-4.2%	4.6%
Cc1ccc(S(=O)(=O)N2CCC(C(=O)OC(C)C(=O)NCc3ccc4c(c3)OCO4)CC2)cc1 (centres undefined)	-6.0%	12.6%	-1.4%	-6.9%	i	2.2	nt	nt	-3.4%	-2.5%	-0.9%	Dengue-2 NS5 capping pilot replicate=3.2
O=C(CCS(=O)(=O)c1ccc(Br)s1)NC1CCCC1	3.9%	1.7%	-4.0%	-2.5%	i	2.3	13.8	780	-1.0%	-2.7%	-0.2%
O=c1[nH]c(CN(CCO)CCO)nc2c1C1(CCCCC1)Cc1ccccc1-2	-8.3%	-1.8%	-7.2%	-1.9%	i	4.3	nt	nt	-1.1%	-5.6%	1.4%
O=C(NCCCn1ccnc1)c1ccc2nccnc2c1	-8.8%	-3.9%	-1.9%	7.6%	+	0.8*	-4.7	831	0.6%	nt	-0.5%
Cc1ccc(C)c(-c2cc(C(=O)NNC(=S)NCC(C)C)c3ccccc3n2)c1	2.6%	3.3%	1.9%	3.3%	i	0.5	5.0	658	-8.7%	-14.0%	7.9%
CC(C)(C)c1ccc(C(=O)N2CCC(C(=O)c3ccccc3)CC2)cc1	2.2%	0.0%	2.0%	-6.1%	i	0.1	24.2	422	-2.7%	nt	-1.1%
Cc1cc2cc(CN(C(=O)C3CC3)C3CCCC3)c3nnnn3c2cc1C	-2.1%	3.5%	5.6%	6.3%	i	0.4	nt	nt	0.3%	-6.7%	-2.0%
COc1ccc2[nH]c(=O)c(CN(C(C)=O)c3ccc(C)cc3C)cc2c1	-10.9%	12.6%	3.1%	7.4%	i	0.4	-8.9	791	7.8%	nt	0.4%
Cc1ccccc1NS(=O)(=O)c1ccc2[nH]cc(C(=O)N(C)Cc3ccco3)c(=O)c2c1	-7.6%	8.9%	4.3%	11.5%	i	1.2	nt	nt	-5.8%	-4.7%	1.4%
O=C/C(=C\Nc1ccc(C(=O)N2CCOCC2)cc1)c1nc2ccccc2o1	-2.3%	0.9%	-2.2%	8.2%	i	0.2	16.9	699	-6.8%	-10.2%	-1.4%
CCC(Oc1ccccc1)C(=O)NCCCN1CCOCC1 (centres undefined)	-6.1%	1.7%	5.2%	4.9%	i	1.3	4.5	832	2.0%	nt	0.6%
CCOC(=O)c1cc(S(=O)(=O)N2CCc3ccccc32)cn1C	-10.9%	24.4%	-4.6%	3.5%	i	0.7	-4.0	756	11.2%	nt	0.7%

Sorted by SMILES length (ascending): 3 of the compounds above.
SMILES	LYP phosphatase	HEK293 NOD2/NF-kB	Dengue-2 NS5 capping	AID2073	Myeloid diff MLP	Myeloid diff MLP GFP+ MAC1+ %	Lipid droplet	Lipid droplet cells 6.5 µM	Siah-1 displacement	XIAP displacement	HIV peptide binding	others
O=C(CCS(=O)(=O)c1ccc(Br)s1)NC1CCCC1	3.9%	1.7%	-4.0%	-2.5%	i	2.3	13.8	780	-1.0%	-2.7%	-0.2%
CCOC(=O)c1cc(S(=O)(=O)N2CCc3ccccc32)cn1C	-10.9%	24.4%	-4.6%	3.5%	i	0.7	-4.0	756	11.2%	nt	0.7%
COc1ccc(CNC(=O)C(=O)c2cn(CC(=O)N3CCCC3)c3ccccc23)cc1	-7.5%	-7.5%	-1.3%	13.4%	i	0.5	-0.1	808	2.3%	nt	0.3%

Structures listed so far containing an aryl methoxy group, in the order listed:
SMILES	LYP phosphatase	HEK293 NOD2/NF-kB	Dengue-2 NS5 capping	AID2073	Myeloid diff MLP	Myeloid diff MLP GFP+ MAC1+ %	Lipid droplet	Lipid droplet cells 6.5 µM	Siah-1 displacement	XIAP displacement	HIV peptide binding	others
COc1ccc(CNC(=O)C(=O)c2cn(CC(=O)N3CCCC3)c3ccccc23)cc1	-7.5%	-7.5%	-1.3%	13.4%	i	0.5	-0.1	808	2.3%	nt	0.3%
COc1ccc2[nH]c(=O)c(CN(C(C)=O)c3ccc(C)cc3C)cc2c1	-10.9%	12.6%	3.1%	7.4%	i	0.4	-8.9	791	7.8%	nt	0.4%

(further entries)
SMILES	LYP phosphatase	HEK293 NOD2/NF-kB	Dengue-2 NS5 capping	AID2073	Myeloid diff MLP	Myeloid diff MLP GFP+ MAC1+ %	Lipid droplet	Lipid droplet cells 6.5 µM	Siah-1 displacement	XIAP displacement	HIV peptide binding	others
Cc1ccc(-c2noc(CCCC(=O)NCC3CCCO3)n2)cc1 (centres undefined)	-7.3%	10.8%	-12.4%	5.0%	nt	nt	-14.3	836	-2.3%	nt	-0.7%
O=C(CN1C(=O)c2ccc(Br)cc2C1=O)NCC1CCCO1 (centres undefined)	-8.6%	20.5%	-9.8%	5.6%	i	0.0	1.2	827	-3.2%	nt	-0.8%
O=C(NN1C(=O)c2ccccc2C1=O)C1CC2CCC1C2 (centres undefined)	-4.2%	15.0%	-2.9%	-0.8%	i	0.9	-11.0	646	0.9%	-4.5%	-1.5%
CC(C)N(C(=O)Cn1cnc2c(cnn2-c2ccccc2Cl)c1=O)C(C)C	-6.2%	-1.8%	-6.2%	-2.5%	i	1.2	nt	nt	6.6%	0.5%	-3.3%
COc1ccc(C2CC(c3cccs3)=NN2C(=O)COC(=O)C2CCCCC2)cc1OC (centres undefined)	10.6%	4.3%	3.7%	17.0%	i	0.5	2.1	691	-5.1%	-0.9%	0.6%
O=C(NCCc1ccccn1)c1nc(Cn2cc(Br)cn2)no1	-5.9%	-0.1%	0.0%	-0.4%	i	0.9	-10.1	769	-0.4%	nt	0.8%
C=CCNC(=O)C12CCC(C)(C(=O)[C@H]1Br)C2(C)C (some centres undefined)	-8.7%	11.3%	8.5%	24.7%	i	0.5	-15.4	699	1.7%	nt	2.5%
CC(Oc1ccc(F)cc1)C(=O)Nc1cccc(-c2nn[nH]n2)c1 (centres undefined)	-7.5%	-8.4%	2.2%	-18.5%	i	0.3	-2.5	828	9.1%	nt	17.1%
CCCN(CCC)C(=O)Cn1c2ccccc2c2nc(=O)cc(C)n21	-0.1%	2.4%	-0.7%	5.4%	i	3.3	nt	nt	2.1%	-1.9%	-1.7%
CS(=O)(=O)N1CCCC(C(=O)NCCCN2CCC(Cc3ccccc3)CC2)C1 (centres undefined)	0.3%	0.7%	-3.5%	-12.5%	i	1.6	-0.3	652	-0.9%	-6.3%	0.7%
O=C(c1ccco1)N1CCN(S(=O)(=O)c2ccc3c(c2)CCN3C(=O)C2CCC2)CC1	-1.8%	-0.7%	-4.8%	15.1%	i	0.6	-8.1	724	-3.7%	-7.8%	1.1%
Brc1ccc2ncnc(NCc3ccco3)c2c1	-9.6%	6.5µM*	-0.8%	29.1%	i	1.0	nt	nt	0.4%	-1.8%	3.8%
CCN(C(=O)CSc1nnc(Cc2ccccc2F)n1N)C1CCS(=O)(=O)C1 (centres undefined)	-2.6%	-7.0%	1.6%	-1.4%	i	0.8	14.4	792	0.4%	-6.5%	0.4%
CC(=O)Oc1ccccc1C(=O)N(C1CCCCC1)C1CCCCC1	-3.8%	-11.1%	1.3%	-1.4%	i	0.6	-9.9	821	-2.3%	nt	1.4%	Dengue-2 NS5 capping pilot replicate=2.7
Cc1ccc(C)c(C(=O)C(C)OC(=O)CN2C(=O)NC3(CC(C)CC(C)(C)C3)C2=O)c1 (centres undefined)	-4.4%	11.5%	0.0%	8.3%	i	1.1	12.7	650	2.4%	nt	0.7%
Cc1ccc(CSc2nc3ccccc3c(=O)[nH]2)cc1	-7.6%	-22.7%	0.8%	-3.3%	i	0.2	-0.4	747	-3.8%	-3.6%	0.7%
CC(=O)Nc1ncc(Cc2ccc(Cl)cc2Cl)s1	-3.7%	-24.7%	-10.3%	-5.2%	i	0.3	-0.1	728	2.9%	1.3%	-1.5%
CC(NC(=O)CC1CCCCC1)c1ccccc1 (centres undefined)	-7.2%	-15.5%	3.1%	7.4%	i	0.9	11.4	861	0.1%	nt	-0.4%
CC(NC(=O)COc1ncnc2cc([N+](=O)[O-])ccc12)c1ccccc1 (centres undefined)	-3.7%	5.2%	2.2%	4.2%	i	0.8	-21.9	638	-3.8%	-3.4%	1.4%
CC1=C(C(=O)N2CCCC(N3CCN(c4cccc(Cl)c4)CC3)C2)OCCO1 (centres undefined)	-6.7%	-7.0%	-1.3%	-7.2%	i	1.2	-3.5	665	6.2%	nt	-1.8%
Cc1ccc(-c2nc3ncccc3o2)cc1NC(=O)C(C)C	-7.2%	6.0%	-2.6%	10.5%	i	0.2	-4.6	800	14.5%	nt	-0.7%	Dengue-2 NS5 capping pilot replicate=-2.1
Cc1cccc(N(CC(=O)Nc2ccccc2-c2ccccc2)S(=O)(=O)c2ccccc2)c1C	1.9%	-84.4%	1.4%	7.5%	i	1.0	-3.1	561	-4.7%	-8.7%	0.0%
CC(C)n1c2ccccc2c2cc([N+](=O)[O-])ccc21	2.7%	9.3%	-2.6%	21.5%	i	0.3	-25.7	631	-1.0%	-22.8%	5.7%
CNC(=O)c1c(N)sc2c1CCCCC2	-2.2%	1.4%	nt	22.5%	nt	nt	nt	nt	-1.1%	14.9%	-1.2%
CCN(CC)S(=O)(=O)c1ccc(C)c(NC(=O)CNCc2ccccc2OC)c1	-10.4%	3.1%	-8.5%	4.3%	i	1.3	-21.1	877	4.3%	nt	0.4%
COc1ccc(OCCn2c(NC(=O)c3ccco3)nc3ccccc32)cc1	-3.3%	2.7%	-5.4%	8.1%	i	0.5	nt	nt	4.6%	-4.8%	3.0%
CCOc1ccccc1Nc1nc(N)nc(CSc2nncn2C)n1	-0.9%	19.5%	-3.3%	-4.5%	i	0.6	-10.4	605	-0.3%	-3.8%	0.2%
CCOc1ccc(NC(=S)NC(=O)c2cccnc2)c([N+](=O)[O-])c1	-9.0%	5.8%	-1.9%	-21.9%	i	1.3	-11.7	813	6.4%	nt	-1.2%
COc1ccc(-c2cc(C(F)F)nc(-n3nc(C)cc3C)n2)cc1	2.0%	-6.9%	-2.4%	14.4%	i	0.3	nt	nt	-1.2%	-4.7%	-2.5%

A portion of the library; count on the stated rates, not on these rows.
